HCMV inh: inhibitors of human cytomegalovirus | HFF cells, HCMV-luciferase reporter, 72 h; stronger effect = lower value | activity change, negative = inhibition, % at 57.5 µM | 410,000 compounds, 4.5% hits | AID 1259415; in the data active = activity change below about -60%; inconclusive = no clear call, values can overlap the other calls; inactive = above about -39%
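Steps: HFFs plated, 16 h 37C; compounds added; HCMV-luciferase added to MOI 1 PFU/cell; 72 h 37C; OneGlo reagent, 5 min room temperature; luminescence read, normalized to controls.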
AMA1-RON2 inh: AMA1-RON2 (P. falciparum) interaction inhibition; AlphaScreen AMA1-biotinylated RON2 peptide binding; Potency, µM (series often up to 58.2 µM), for the others: at the highest dose activity change, negative = inhibition, usual class: inhibitors; 360,000 compounds, 0.2% hits; AID 720542;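 also: potency is read from the fitted curve at half-maximal effect; 0% = vehicle wells and -100% = peptide control; nearly all actives have a fitted effect of over 45% in size; some results filed as inactive show a strong effect at the top dose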
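AMA1 (3D7) with his tag at 25 nM final met compounds first, then biotinylated RON2 peptide at 25 nM; detection used donor plus acceptor beads, 10 µg/mL apiece, read by AlphaScreen after 30 min at room temperature.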
AmpC detergent: AmpC beta-lactamase inhibition with detergent present; P00811; AmpC hydrolysis of nitrocefin, absorbance 480 nm, 0.01% Triton; 370,000 compounds, 0.041% hits; Potency, µM (titrated, usually from 114 µM), inactives show at the highest dose activity change, negative = inhibition, usual class: inhibitors; AID 485294;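 also: potency is read from the fitted curve at half-maximal effect; 0% = no-compound wells and -100% = no-enzyme wells; nearly all actives have a fitted effect of over 25% in size; some results filed as inactive show a strong effect at the top dose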
Target sequence (P00811 whole entry, looked up): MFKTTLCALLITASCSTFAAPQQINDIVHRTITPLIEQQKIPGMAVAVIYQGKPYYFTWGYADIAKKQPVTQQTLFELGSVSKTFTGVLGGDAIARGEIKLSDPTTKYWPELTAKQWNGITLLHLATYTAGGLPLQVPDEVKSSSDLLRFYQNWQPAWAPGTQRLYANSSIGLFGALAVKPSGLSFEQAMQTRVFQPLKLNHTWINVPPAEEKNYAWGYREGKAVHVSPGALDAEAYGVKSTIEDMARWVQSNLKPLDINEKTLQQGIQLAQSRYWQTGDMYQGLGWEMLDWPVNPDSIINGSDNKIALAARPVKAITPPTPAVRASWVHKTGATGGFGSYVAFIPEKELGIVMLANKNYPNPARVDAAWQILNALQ
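20 mM phosphate pH 7.0 + 0.01% (detergent screen) or 0.0001% Triton X-100; 5.3 nM AmpC reagent; cpd preinc 15 min RT; nitrocefin (800 uM stock) to start; A480 q20 s × 4 min; Activity was normalised to no-enzyme and no-compound control wells.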
AmpC inh no detg: blocks E. coli AmpC beta-lactamase in detergent-free assay | P00811 | AmpC nitrocefin hydrolysis, absorbance 480 nm, 0.0001% Triton | Potency, µM (top dose mostly 57.1 µM), for the others: top-dose activity change, negative = inhibition, most hits filed as inhibitors | 330,000 compounds, 0.52% hits | AID 485341;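 also: potency is read from the fitted curve at half-maximal effect; plate controls were no compound for no effect and no enzyme for full effect; nearly all actives have a fitted effect of over 20% in size; some results filed as inactive show a strong effect at the top dose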
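20 mM phosphate pH 7.0 + 0.01% (detergent screen) or 0.0001% Triton X-100; 5.3 nM AmpC reagent; cpd preinc 15 min RT; nitrocefin (800 uM stock) to start; A480 q20 s × 4 min; Activity was normalised to no-enzyme and no-compound control wells.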
Sm TGR block: inhibitors of Schistosoma mansoni thioredoxin glutathione reductase | Potency, µM (highest dose often 114 µM), for the others: at the top dose activity change, negative = inhibition, actives largely listed as inhibitors | Q962Y6 | 360,000 compounds, 3% hits | purified TGR, DTNB reduction, TNB absorbance 405 nm; also: potency is read from the fitted curve at half-maximal effect; nearly all actives have a fitted effect of over 60% in size
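First, TGR (20 nM dispensed) and NADPH were mixed with compound. Second, a 15 min room-temperature incubation followed. Third, further NADPH and then DTNB were added to start the reaction. Finally, TNB absorbance was monitored kinetically.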
FBPA Giardia inh: Giardia lamblia aldolase inhibition; purified Giardia FBPA; AID 2451; Potency, µM (highest dose often 59.6 µM), for inactives: at the top dose activity, negative = inhibition, actives largely listed as inhibitors; 290,000 compounds, 0.71% hits; also: potency is read from the fitted curve at half-maximal effect; nearly all actives have a fitted effect of over 55% in size
Target sequence (A8B2U2 whole entry, looked up): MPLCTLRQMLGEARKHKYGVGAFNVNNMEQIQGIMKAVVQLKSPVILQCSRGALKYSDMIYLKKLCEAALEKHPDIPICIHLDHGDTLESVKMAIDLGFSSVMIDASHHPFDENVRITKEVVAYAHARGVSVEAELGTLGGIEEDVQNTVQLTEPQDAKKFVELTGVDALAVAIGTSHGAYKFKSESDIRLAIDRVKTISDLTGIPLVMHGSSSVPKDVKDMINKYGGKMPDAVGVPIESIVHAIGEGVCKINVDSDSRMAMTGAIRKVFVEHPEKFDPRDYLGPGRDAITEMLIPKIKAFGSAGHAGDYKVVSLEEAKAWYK
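40 nM FBPA preincubated 10 min at RT with compound (up to 57.5 uM final), then substrate plus GAPDH/TPI/NAD/arsenate coupling and diaphorase/resazurin added. Fluorescence read after 20 min at RT, 525/598 nm.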
* hit, by the source's call; ? = inconclusive; · = not tested or not shown; [ ] = another dose, or the depositor's remark. Unless noted, calls follow the shape of the dose curve; as a rule, active = well fitted curve in the direction sought with a large enough effect; inconclusive = small, poorly fitted or top-dose-only effect, or another doubt; inactive = no such curve, though single readings can be large; an effect the other way counts as inactive or inconclusive. Unless noted, % is scaled to controls: 0 for no effect and ±100 for the full control effect.

compound | AmpC inh no detg | AmpC detergent | FBPA Giardia inh | HCMV inh | AMA1-RON2 inh | Sm TGR block
CCOc1ccc(/C(O)=C2\C(=O)C(=O)N(CCOCCO)C2c2ccccc2OC)cc1 (centres undefined) | -11% | 2% | 8% | -5 | -3% | -21%
Cc1cc(C)n(-c2ncnc3sc(C)c(C)c23)n1 | -17% | -3% | -9% | -4 | 6% | 6%
COc1ccc(C(c2c(O)ccc3ccccc23)N2CCOCC2)c(OC)c1 (centres undefined) | -6% | -18% | -5% | ? | ? | 3.5µM*
O=C(O)CNC(=O)CCCn1nnc2ccccc2c1=O | -5% | 4% | 3% | -19 | -7% | 5%
O=C(CCS(=O)(=O)c1cc(Br)cc2c1N(C(=O)C1CC1)CC2)NCc1ccc(Cl)cc1 | · | -1% | · | -23 | · | 0%
CCN1CCN(Cc2ccc(NC(=O)c3cc(NC(=O)c4cncc(-c5cccs5)c4)cc(OC)c3)cc2C(F)(F)F)CC1 | 115%[activator] | -7% | -14% | -102* | ? | -24%
Cc1ccccc1Nc1nc(N)c2ccccc2n1 | -48% | ? | -2% | 142 | -19% | ·
Cc1ccc(S(=O)(=O)N(C)C)cc1NC(=O)COc1ccc(-c2nnco2)cc1 | -10% | -5% | 1% | 91 | 6% | 0%
Cc1ccc(-n2nnnc2SCc2nnc(-c3ccccc3Br)o2)cc1 | -19% | -16% | 9% | -16 | 42%[activator] | -1%
CCc1ccc(NC(=O)NC2CCCCCCC2)cc1 | -49% | -7% | · | 90 | -1% | 0%
CN1CCN(S(=O)(=O)c2cccc(C(=O)NC3(C)CCS(=O)(=O)C3)c2)CC1 (centres undefined) | -10% | ? | · | -4 | 5%[11.6 µM] | -15%
Cc1cccc(NC(=O)c2onc3c2CCCC3)c1C | -14% | -3% | 1% | 33 | 10% | -16%
CCC(C(=O)NCc1cccnc1)n1nc(C)c2sc3ccccc3c2c1=O (centres undefined) | 58% | 2% | · | -2 | 11% | -2%
Cc1ccc(OCCCCn2c(-c3ccc(Cl)cc3)nc3ccccc3c2=O)cc1 | · | 21% | · | 34 | · | 1%
CCC(=O)Nc1ccc(C(=O)NNC(=O)c2cccs2)cc1 | 3% | 0% | 8% | 67 | -11% | 0%
COc1ccc(C(=O)Nc2cc(C(F)(F)F)ccc2Cl)cc1OC | 15% | 2% | -5% | ? | 4% | ?
Cc1ccc(OCCc2csc(N)n2)cc1 | -28% | 5% | -1% | -15 | 11% | -34%
CC(CNC(=O)CN(C)CC(=O)Nc1ccccc1Br)c1ccccc1 (centres undefined) | 64%[activator] | -10% | · | ? | 50%[activator] | -8%
CSc1cc(-c2ccc(Cl)cc2)c(C(=O)NN)s1 | -43% | -6% | -4% | 9 | 45%[activator] | -19%
CCCC1=C(C(=O)OCC)C2(C(=O)Nc3ccc(C)cc32)C(C#N)=C(N)O1 (centres undefined) | 3% | -5% | -19% | 1 | -13% | -1%
Cc1ccc(C(=O)Cc2nnc(C)s2)cc1 | -15% | -7% | ? | -4 | 20% | 10µM*
Cc1nc(NC(=O)CN2CC(C)OC(C)C2)sc1C(=O)N(C)C (centres undefined) | -13% | -9% | 11µM* | 8 | 15% | 4%
CCCCCOc1ccccc1C(=O)NCCCCCC(=O)O | -19% | 3% | 22% | 4 | 0% | 0%
O=P(O)(CCCCP(=O)(O)CCc1ccccc1)CCc1ccccc1 | -2% | -12% | 0% | · | · | -8%
COc1nc(-c2ccc(C)cc2)ccc1-c1noc(-c2cccnc2)n1 | -3% | -20% | -1% | 0 | 1% | 11%
CC(/C=N/NC(=O)Cc1cccn1C)=C\c1ccco1 | ? | -1% | -5% | -14 | -16% | 25µM*
CCC(C)C(NC(=O)OC(C)(C)C)C(=O)NC(C(=O)NC(C)C(N)=O)C(C)C (centres undefined) | -9% | -4% | 1% | 44 | -5% | -1%
CCOC(=O)N1CCC(n2c(SCC(=O)NCc3ccco3)nc3ccsc3c2=O)CC1 | 24% | 1% | 5% | · | -1% | ?
COc1cccc(Oc2coc3c(CN4CCOCC4)c(O)ccc3c2=O)c1 | -10% | -10% | -3% | 6 | 4% | 0%
Cc1ccc(-n2ncc(C(=O)N3CCN(Cc4ccccc4)CC3)c2C2CCN(C(=O)OC(C)(C)C)CC2)cc1 | · | -1% | · | ? | · | 1%

Random excerpt: four entries already listed
compound | AmpC inh no detg | AmpC detergent | FBPA Giardia inh | HCMV inh | AMA1-RON2 inh | Sm TGR block
CC(/C=N/NC(=O)Cc1cccn1C)=C\c1ccco1 | ? | -1% | -5% | -14 | -16% | 25µM*
COc1nc(-c2ccc(C)cc2)ccc1-c1noc(-c2cccnc2)n1 | -3% | -20% | -1% | 0 | 1% | 11%
COc1cccc(Oc2coc3c(CN4CCOCC4)c(O)ccc3c2=O)c1 | -10% | -10% | -3% | 6 | 4% | 0%
Cc1ccc(C(=O)Cc2nnc(C)s2)cc1 | -15% | -7% | ? | -4 | 20% | 10µM*

Following part.
compound | AmpC inh no detg | AmpC detergent | FBPA Giardia inh | HCMV inh | AMA1-RON2 inh | Sm TGR block
Cc1c(C(=O)C(=O)N2c3ccc(F)cc3CCC2C)c2ccccc2n1C (centres undefined) | 25% | 2% | -10% | ? | 3%[11.6 µM] | 0%
COCCSc1nnc(NC(=O)Cc2ccccc2OC)s1 | -10% | ? | 2% | 39 | 7% | 7%
COc1cc(NC(=O)c2sc3ncn(CC(=O)N4CCCC(C)C4)c(=O)c3c2C)cc(OC)c1OC (centres undefined) | 219%[activator] | 7% | · | 18 | 6% | -3%
COc1ccc(S(=O)(=O)NCC2CCCN(C(=O)CN3CCCCC3)C2)cc1 (centres undefined) | 11% | 2% | -1% | 11 | 19% | -1%
O=C(N1CCOCC1)N1CCN(S(=O)(=O)c2cccc([N+](=O)[O-])c2)CC1 | -6% | 0% | 16% | 0 | 0% | -5%
O=S(=O)(CCN1C=CC(C(F)(F)F)=NCC1)c1ccc(F)cc1 | -9% | 9% | -1% | 31 | 51%[activator] | -1%
O=C(NC(=S)Nc1ccccc1O)c1cccnc1 | -24% | ? | ? | 14 | 45%[activator] | 17%
COc1ccc(/C=N/Nc2cc(C)nc(N3CCOCC3)n2)cc1OC | 34% | 2% | -1% | -6 | -18% | -9%
CCOc1cccc(C(=O)N(Cc2ccc(F)cc2)Cc2ccco2)c1 | · | 3% | · | 16 | · | 1%
CC(=O)c1cccc(CN2CCC(C(=O)Nc3cccc(-c4ccn[nH]4)c3)CC2)c1 | 14% | ? | · | ? | 4% | -6%
Fc1ccc2cnc(-c3ccccc3)c(-c3cccc(C(F)(F)F)c3)c2c1 | 0% | 1% | · | -18 | 0% | 6%
CCOC(=O)CCCNC(=O)CCNC(=O)c1ccc(OC)cc1 | -4% | 3% | 3% | -19 | -1% | -7%
CN1C(=O)C(=Cc2ccc(OCC(=O)Nc3ccccc3)cc2)C(=O)N(C)C1=O | -19% | 1% | · | · | -16% | -1%
O=C(Nc1nnc(CCN2CCCCC2)s1)c1cccc(Cl)c1 | -3% | 2% | -5% | 35 | -6% | -8%
CCSc1nnc(NC(=O)COc2ccc(Cl)cc2)s1 | -10% | -6% | 0% | 49 | 8% | 1%
COc1ccc(C2(c3ccc(OC)cc3)NC(=O)N(CC(=O)Nc3ccc(C(=O)N(C)C)cc3)C2=O)cc1 | 164%[activator] | -12% | · | -66* | -27% | -15%
Cc1ccc(NC(=O)CCNC(=O)c2ccc([N+](=O)[O-])cc2)cc1S(=O)(=O)N1CCOCC1 | -17% | -4% | · | -102* | 0% | -14%
CCCc1cnc2c(c1SCc1ccc(C(F)(F)F)cc1)c(=O)n(C)c(=O)n2C | · | 2% | · | 2 | · | 0%
Cc1cccc(NC(=O)CSCC(=O)Nc2sccc2C#N)c1 | -34% | 0% | · | 13 | -1% | -26%
CCCc1cc(C(=O)Nc2sc(C)c(CC)c2C#N)no1 | -12% | ? | -7% | 30 | 1% | -8%
CN1CCN(C(c2ccccc2)c2sc3nc(-c4ccco4)nn3c2O)CC1 (centres undefined) | · | 4% | · | 4 | · | 12%
COc1cc(C2c3c(oc4ccc(C)cc4c3=O)C(=O)N2Cc2ccc(F)cc2)ccc1O (centres undefined) | · | 2% | · | 13 | · | 4%
CSc1cccc(N2CC(C(=O)Nc3ccccc3N3CCCC3)CC2=O)c1 (centres undefined) | -1% | -4% | · | 3 | -28% | 4%
CCCCN(CC)S(=O)(=O)c1ccc(C(=O)Nc2nnc(COC)o2)cc1 | -8% | -11% | ? | · | 48%[activator] | -7%
O=c1ccc2cc(O)c(O)cc2o1 | -12% | -11% | ? | 24 | 86%[activator] | -22%
CCOc1ccccc1N(CC)C(=O)c1cc2c(=O)n(CC)c3ccccc3c2s1 | · | -3% | · | -70* | · | -9%
CN1C(=O)/C(=C2\SC(=S)N(CCCCCC(=O)O)C2=O)c2ccccc21 | -14% | 6% | -1% | ? | 6% | -4%
O=C(CCN1C(=O)C2C3C=CC(C3)C2C1=O)Nc1ccc(F)cc1 (centres undefined) | -10% | -2% | 5% | -22 | 26% | 7%
Cc1ccc(NC(=O)CCn2nnc3ccccc32)cc1 | -15% | 2% | -3% | 17 | 2% | ·
COc1ccc(CCNC(=O)c2cc(-c3ccccc3OC)on2)cc1OC | 46% | -5% | 2% | 14 | -5% | -6%
CN1C(=O)/C(=C2/C=CC=CN2C)OC1=S | -5% | -14% | -4% | -28 | 42%[activator] | -31%
O=C(COc1ccc(S(=O)(=O)N2CCOCC2)cc1)NCCCn1ccnc1 | -9% | -11% | -1% | ? | -18% | 9%
O=C(NC1CC1)C1CC(=O)N(c2ccc(F)cc2)C1 (centres undefined) | -12% | 10% | 4% | -20 | 2% | 8%
Cc1ccc2oc(=O)n(CC(=O)c3ccc(F)cc3)c2c1 | -23% | -6% | 2% | ? | 4% | 4%
O=C1CCC(=O)N1CN(C(=O)c1ccco1)c1ccccc1 | -1% | -12% | 0% | -15 | -15% | -9%
COc1ccc(N2C(=O)CC2(/C=C/c2ccccc2OC)C(=O)NC2CCCC2)cc1 (centres undefined) | 47% | -1% | 1% | 20 | -16% | -1%
CCN(CC)S(=O)(=O)c1ccc(C(=O)OCn2nnc3ccccc3c2=O)cc1 | 3% | -6% | -2% | 86 | 2% | -1%
Cc1ccc(C)c(Cn2nnc3c(=O)[nH]c(C4CCCN(C(=O)CC(C)C)C4)nc32)c1 (centres undefined) | 62%[activator] | ? | 2% | 28 | -2% | 2%
O=C(Nc1nccs1)c1ccc(-c2cccc([N+](=O)[O-])c2)o1 | -34% | 3% | 3% | ? | 87%[activator] | 4%
CCc1cc(C(=O)N2CCCC(CCC(=O)NCc3cccc(OC)c3)C2)no1 (centres undefined) | 10% | 2% | 3% | ? | -5% | -4%
